Compound activity: PubChem, several laboratories
CYP2C9 act = increases human cytochrome P450 2C9 activity; activation factor at 5 µM; P11712; 1.4% of 96,000 active; recombinant CYP2C9, luciferin-H conversion, luminescence; stronger effect = higher value; factor 1 = untreated enzyme, 0 = blocked;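 active = activation factor of 2 or more for CYP2C9 at a 5 µM dose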;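 note: 0 = sulfaphenazole-blocked wells and 1 = vehicle-only wells; values of inactives mirror those of a sister screen read the other way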
EphB4 antag = antagonists of human EphB4-ephrin-B2 interaction; P54760; inhibition, % at 7 µM; 0.15% of 97,000 active; EphB4 LBD / TNYL-RAW-Alexa532 peptide, fluorescence polarization;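 active = inhibition above the screen-wide mean inhibition plus 3 SD, cut at about 15% in these data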;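 note: 0% = DMSO wells and 100% = excess unlabeled TNYL-RAW peptide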
Target sequence (P54760 whole entry, looked up, the tested form may be a part): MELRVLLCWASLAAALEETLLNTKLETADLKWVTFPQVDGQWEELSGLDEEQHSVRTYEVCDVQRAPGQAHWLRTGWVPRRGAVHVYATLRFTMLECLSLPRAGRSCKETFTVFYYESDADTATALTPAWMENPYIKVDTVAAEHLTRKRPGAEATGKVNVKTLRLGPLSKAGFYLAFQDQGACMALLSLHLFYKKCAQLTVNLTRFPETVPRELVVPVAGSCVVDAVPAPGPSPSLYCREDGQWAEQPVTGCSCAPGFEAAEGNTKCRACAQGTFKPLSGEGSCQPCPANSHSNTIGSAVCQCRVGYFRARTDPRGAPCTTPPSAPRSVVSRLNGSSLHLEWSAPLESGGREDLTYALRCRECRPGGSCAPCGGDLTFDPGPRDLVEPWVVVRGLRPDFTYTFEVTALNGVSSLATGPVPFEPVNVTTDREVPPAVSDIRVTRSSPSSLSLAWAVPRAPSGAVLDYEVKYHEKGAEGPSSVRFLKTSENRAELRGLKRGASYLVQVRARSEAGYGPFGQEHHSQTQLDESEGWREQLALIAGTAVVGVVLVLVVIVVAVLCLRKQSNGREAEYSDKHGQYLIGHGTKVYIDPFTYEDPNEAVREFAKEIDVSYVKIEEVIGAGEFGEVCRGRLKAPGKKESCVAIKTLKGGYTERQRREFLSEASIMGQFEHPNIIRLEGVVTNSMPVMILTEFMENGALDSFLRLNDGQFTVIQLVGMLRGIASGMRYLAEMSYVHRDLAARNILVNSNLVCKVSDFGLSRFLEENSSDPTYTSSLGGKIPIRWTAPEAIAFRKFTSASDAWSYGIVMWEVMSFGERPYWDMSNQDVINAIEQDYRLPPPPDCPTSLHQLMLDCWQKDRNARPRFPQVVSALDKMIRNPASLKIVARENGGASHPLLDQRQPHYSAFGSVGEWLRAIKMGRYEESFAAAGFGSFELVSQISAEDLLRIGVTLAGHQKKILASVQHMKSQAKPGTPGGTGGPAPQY
CYP2C19 inh = human CYP2C19 inhibition; P33261; CYP2C19 Supersomes, luciferin-H EGE luminescence, 30 min; inhibition, % at 5 µM; 21% of 96,000 active;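 active = CYP2C19 inhibition above a set limit at 5 µM in the primary screen, cut at about 50% in these data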;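 note: plate controls were negative control wells for no effect and 2.5 mM tranylcypromine positive control for full effect; values of inactives mirror those of a sister screen read the other way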
PLK1 PBD inh = inhibitors of human Plk1 polo box domain binding | P53350 | Plk1 PBD phosphopeptide binding, fluorescence polarization | inhibition, %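 (tested at about 20 µM)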 | 0.13% of 97,000 active; in the data active = inhibition above about 34%, passing the limit was not always enough
CYP2C9 inhib = human CYP2C9 inhibition; P11712; CYP2C9 Supersomes, luciferin-H conversion, luminescence; inhibition, % at 5 µM; 20% of 96,000 active; AID 777;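 active = blocking of liver enzyme CYP2C9 beyond about 50% at 5 µM, limit read from the data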; note: values of inactives mirror those of a sister screen read the other way
PLK1 kinase inh = blocks human PLK1 kinase activity | inhibition, % at 10 µM | recombinant PLK1 kinase, TR-FRET peptide phosphorylation | P53350 | 0.53% of 97,000 active;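 active = inhibition of 50% or more in the single-concentration screen; inactive = inhibition below 50%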;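 note: 0% = DMSO max control and 100% = H-89 dihydrochloride min control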
PLAP activator = human PLAP activation; AID 696; P05187; purified PLAP enzyme, luminescent substrate read-out; stronger effect = higher value; activation fold at 20 µM; 1.2% of 96,000 active; in the data active = activation fold above about 2
Rev-RRE block = disrupts HIV-1 Rev binding to RRE RNA; inhibition, % at 8 µM; 0.79% of 97,000 active; AID 704; Rev peptide-RRE RNA binding, FRET; P05866;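 active = inhibition above the screen-wide mean plus 3 SD, cut at about 35% in these data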;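 note: 0% = median DMSO wells and 100% = median Neomycin B control wells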
Target sequence (P05866 whole entry, looked up): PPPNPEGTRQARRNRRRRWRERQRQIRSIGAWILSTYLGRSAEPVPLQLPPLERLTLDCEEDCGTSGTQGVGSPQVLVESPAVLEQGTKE
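Test system: Cy5-tagged RRE RNA duplex with fluorescein-tagged Rev peptide | Read-out: % inhibition of FRET ratio versus controls | Probe or stimulus: Labelled Rev peptide | Incubation: 5 min RNA-compound premix plus 15 min binding step, 25 °C | Technique: FRET fluorescence readout | Benchmarks: DMSO low control, neomycin B high control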
CYP2C19 act = activators of human cytochrome P450 2C19 | 96,000 tested, under 10 active | activation factor at 5 µM | recombinant CYP2C19, luciferin-H EGE luminescence; stronger effect = higher value; 0 = fully inhibited enzyme, 1 = untreated enzyme;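 active = activation factor of at least 2 at 5 µM in the primary screen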;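 note: 0 = wells with 2.5 mM tranylcypromine and 1 = vehicle-only wells; values of inactives mirror those of a sister screen read the other way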
Starred values were filed as active, the others as inactive; . = not tested or not shown; [ ] = another dose, or the depositor's remark. This is a random part of the collection; 29% or so of the library scored in one or more.

Sample of the layout (6 entries):
SMILES	CYP2C9 act	EphB4 antag	CYP2C19 inh	PLK1 PBD inh	CYP2C9 inhib	PLK1 kinase inh	PLAP activator	Rev-RRE block	CYP2C19 act
Cc1ccnc(N2CCC(C(=O)Nc3ccc4c(c3)OCO4)CC2)n1	1	.	5	.	1	.	1.1	.	0.9
CCc1nnc(NC(=O)CSc2nnc(-c3ccoc3C)n2-c2ccccc2)s1	0.2	-7	94*	7	83*	-12	1.5	3	0.1
O=c1cc(N2CCN(c3ccccc3)CC2)[nH]c(=O)n1-c1ccccc1Cl	0.9	-11	2	-3	10	-5	0.9	-1	1
O=C(CSc1nnc2c(n1)[nH]c1ccccc12)OCc1ccccc1	.	-5	.	10	.	-16	.	5	.
COc1ccccc1Oc1cc(C#N)c(C#N)cc1-n1nnc2ccccc21	0.9	-4	-1	11	13	5	0.9	-3	1
CCc1ccccc1NC(=O)c1ccc(-n2c(C)ccc2C)cc1	1.4	-6	11	29	-39	-13	1	-2	0.9

The listing, from the start:
SMILES	CYP2C9 act	EphB4 antag	CYP2C19 inh	PLK1 PBD inh	CYP2C9 inhib	PLK1 kinase inh	PLAP activator	Rev-RRE block	CYP2C19 act
Cc1ccnc(N2CCC(C(=O)Nc3ccc4c(c3)OCO4)CC2)n1	1	.	5	.	1	.	1.1	.	0.9
CCc1nnc(NC(=O)CSc2nnc(-c3ccoc3C)n2-c2ccccc2)s1	0.2	-7	94*	7	83*	-12	1.5	3	0.1
O=c1cc(N2CCN(c3ccccc3)CC2)[nH]c(=O)n1-c1ccccc1Cl	0.9	-11	2	-3	10	-5	0.9	-1	1
O=C(CSc1nnc2c(n1)[nH]c1ccccc12)OCc1ccccc1	.	-5	.	10	.	-16	.	5	.
COc1ccccc1Oc1cc(C#N)c(C#N)cc1-n1nnc2ccccc21	0.9	-4	-1	11	13	5	0.9	-3	1
CCc1ccccc1NC(=O)c1ccc(-n2c(C)ccc2C)cc1	1.4	-6	11	29	-39	-13	1	-2	0.9
CCc1nnc(NC(=O)CSc2nc3c(cc2C#N)CCC3)s1	0.9	3	5	12	6	-15	0.9	10	1
O=C(Cn1cncn1)N/N=C/c1c2ccccc2cc2ccccc12	0.4	4	80*	-7	64*	-1	1.6	3	0.2
CC(SC1=NCCS1)C(=O)Nc1nnc(-c2ccc(Cl)cc2)s1 (stereo unspecified)	1	-2	-11	3	4	4	1.2	3	1.1
Cc1cc(C(=O)CSc2nnc(-c3ccc(F)cc3)o2)c(C)n1CC1COc2ccccc2O1 (stereo unspecified)	0.5	2	45	-34	54*	9	1	1	0.5
CCOC(=O)c1c(NC(C)=O)sc2c1CCC(C=O)=C2Sc1ccccc1	0.5	-4	24	-11	47	3	1.3	9	0.8
COC(=O)c1[nH]c2ccccc2c1NC(=O)CN1CCN(C/C=C/c2ccccc2)CC1	0.1	1	74*	-12	86*	-4	1.8	9	0.3
CCN(CC)c1ccc2cc(-c3nnc(-c4ccccc4)o3)c(=O)oc2c1	.	0	.	-98	.	-18	.	141*[fluorescence artefact?]	.
CCOC(=O)c1sc(C)c2c(=O)n(CCc3ccccc3)nnc12	1	-6	-8	31	-1	-5	0.9	0	1.1
O=C(COC(=O)/C=C/c1cnc2ccccc2n1)NCC(F)(F)F	1.1	3	10	-14	-12	-12	0.8	4	0.9
COc1ccc(-c2nc3n(n2)C(c2ccncc2)C(C(N)=O)=C(C)N3)cc1 (stereo unspecified)	0.8	-1	18	6	19	-5	1	1	0.8
CCCCn1c(CN2CCN(C(=O)OCC)CC2)nc2c1c(=O)[nH]c(=O)n2C	0.8	-5	10	-25	16	4	1.2	-2	0.9
CC(=O)c1cc(CN2C(=O)CCC2=O)cs1	0.9	6	13	-19	14	4	1	0	0.9
Cc1cc2cc(CCNC(=O)CC(C)C)c(=O)[nH]c2cc1C	0.9	-3	11	1	9	-5	1	7	0.9
COC(=O)C1=C(N)c2c(F)cccc2C1(C#N)c1ccccc1 (stereo unspecified)	0.8	-1	43	-8	17	-7	1	0	0.6
Cc1cccc(C)c1NC(=O)CSc1nc(COc2ccccc2)nc2ccccc12	0.1	2	66*	-10	90*	-24	0.9	-4	0.3
CCN(CCCNC(=O)C1CCN(S(=O)(=O)N2CCC3(CC2)OCCO3)CC1)c1ccccc1	0.6	0	53*	-27	38	-11	1.2	1	0.5
O=C(C1CCC1)N1CCC(c2nc3c(nnn3Cc3c(F)cccc3Cl)c(=O)[nH]2)CC1	0.3	-4	18	4	71*	-9	1.5	8	0.8
CC1(c2ccccc2)CC(c2ccccc2)=Nc2nonc2N1 (stereo unspecified)	0.5	-6	94*	14	52*	-4	0.6	-1	0.1
CCOC(=O)CN(C(=O)Cn1nnc2ccccc21)C(C(=O)NCCOC)c1ccccc1C (stereo unspecified)	1	-11	6	10	1	-9	1.5	-2	0.9

In the list so far, these contain two or more sulfur atoms.
SMILES	CYP2C9 act	EphB4 antag	CYP2C19 inh	PLK1 PBD inh	CYP2C9 inhib	PLK1 kinase inh	PLAP activator	Rev-RRE block	CYP2C19 act
CCc1nnc(NC(=O)CSc2nnc(-c3ccoc3C)n2-c2ccccc2)s1	0.2	-7	94*	7	83*	-12	1.5	3	0.1
CCc1nnc(NC(=O)CSc2nc3c(cc2C#N)CCC3)s1	0.9	3	5	12	6	-15	0.9	10	1
CC(SC1=NCCS1)C(=O)Nc1nnc(-c2ccc(Cl)cc2)s1 (stereo unspecified)	1	-2	-11	3	4	4	1.2	3	1.1
CCOC(=O)c1c(NC(C)=O)sc2c1CCC(C=O)=C2Sc1ccccc1	0.5	-4	24	-11	47	3	1.3	9	0.8

(further entries)
SMILES	CYP2C9 act	EphB4 antag	CYP2C19 inh	PLK1 PBD inh	CYP2C9 inhib	PLK1 kinase inh	PLAP activator	Rev-RRE block	CYP2C19 act
Cc1cc(C)nc(N2CCC(C(=O)Nc3ccc4c(c3)OCO4)CC2)n1	1	-10	14	-16	4	-6	0.9	-1	0.9
Cc1noc(C)c1COc1cccc(C(=O)OC(C)C(=O)Nc2ccc3c(c2)OCO3)c1 (stereo unspecified)	0.2	9	37	-2	81*	-8	0.9	16	0.6
Cc1nc(NC(=O)CSc2nc3cccnc3n2Cc2ccccc2)sc1C	0.4	-3	63*	10	59*	-7	0.9	-3	0.4
Cn1c(=O)c2c(nc(N3CCCCC3)n2CCSc2nc3ccccc3o2)n(C)c1=O	.	-4	.	-25	.	-8	.	3	.
Nc1ccccc1C(=O)Nc1cccc(C(=O)O)c1	0.9	-1	59*	-21	14	-5	1.1	11	0.4
O=C(/C=C/c1ccc(Cl)cc1Cl)NCc1ccco1	1	2	32	-10	-2	-11	0.8	4	0.7
O=C(COC(=O)c1ccc(Br)o1)Nc1nc2ccccc2s1	0.6	.	32	.	42	.	1	.	0.7
CNC(=O)CSc1nc(N)c2c3c(sc2n1)CCC3	0.9	-4	3	2	12	-5	0.8	3	1
CSc1nc(=NC(C)=O)ss1	1	-1	0	8	3	-14	1.2	5	1
O=C(c1cnn2ccccc12)N1CCN(C2CCCCC2)CC1	1.1	0	50	-7	-5	-4	1.4	4	0.5
Cc1nnc(SCCC(C)C)[nH]c1=O	0.8	-5	4	1	22	-7	0.9	2	1
CCOC(=O)c1[nH]c2ccccc2c1NC(=O)COC	1	-1	-16	7	-3	-17	0.9	8	1.2
CCn1c(COc2ccccc2OC)nnc1SCC#N	1.8	-3	16	10	-75	-3	0.9	2	0.8
CCC(=O)N1CCN(c2ccc(Cl)cc2NC(=O)Cc2ccccc2)CC1	0.2	2	83*	2	79*	-5	1.4	5	0.2
O=C1CCC([N+](=O)[O-])C(c2ccc(Cl)cc2Cl)N1 (stereo unspecified)	1.1	-3	-1	15	-11	-7	0.8	2	1
O=C(CCn1c(=O)c2sccc2n(CC(=O)OCc2ccccc2)c1=O)NCc1ccccc1	0.4	-6	30	-2	62*	1	0.9	6	0.7
Nc1nc2n(n1)C(c1cccc(Br)c1)CC(c1ccc(F)cc1)N2 (stereo unspecified)	.	-2	.	-10	.	-13	.	16	.
Nc1nc(NC(=O)Cc2ccccc2)nn1-c1ccccc1	0.9	.	28	.	11	.	0.9	.	0.7
COCCCN1C(=O)c2[nH]nc(-c3cc(C)cc(C)c3O)c2C1c1ccc(O)c(OC)c1 (stereo unspecified)	0.4	1	87*	17	63*	-5	1.8	0	0.1
COc1ccc(-c2csc(NC(=O)C3CCCO3)n2)cc1 (stereo unspecified)	0.8	-4	16	4	19	-7	0.8	6	0.8
COc1ccc(-c2cc(C(F)(F)F)n3nc(C(=O)N4CCCCC4)cc3n2)cc1	0.7	-4	33	-9	35	-16	0.9	-4	0.7
COc1cc(C(=O)N(Cc2cc3ccccc3[nH]c2=O)CC2CCCO2)cc(OC)c1OC (stereo unspecified)	0.7	.	12	.	30	.	1.2	.	0.9
CC(=O)NCC1=C(NC(C)=O)C2CC1C(C)(C)C2C (stereo unspecified)	0.9	-3	9	18	11	-1	1.1	1	0.9
CC(NC(=O)c1ccccc1NC(=O)CSc1nnnn1C)c1ccccc1 (stereo unspecified)	0.4	4	12	12	62*	-7	0.9	10	0.9
CCC(C)NC(=O)CC(NS(=O)(=O)c1ccc(Cl)cc1)c1ccco1 (stereo unspecified)	0.8	-2	75*	17	20	0	1	3	0.3

Other results
SMILES	CYP2C9 act	EphB4 antag	CYP2C19 inh	PLK1 PBD inh	CYP2C9 inhib	PLK1 kinase inh	PLAP activator	Rev-RRE block	CYP2C19 act
COC(=O)c1ccccc1NC(=O)c1cc2sccc2n1C	0.9	4	24	-16	9	0	1.2	10	0.8
Cc1noc(C)c1S(=O)(=O)Nc1ccc(C(=O)NC2CCCCC2C)cc1 (stereo unspecified)	0.6	6	28	-9	43	-5	1.2	2	0.7
O=C(CCS(=O)(=O)c1ccc(Br)cc1)N1CCN(c2ccc(Cl)cc2)CC1	1	-5	-3	-10	2	-7	1	5	1
COc1ccc(-c2cc(NCCc3ccncc3)n3ncnc3n2)cc1	0.3	.	49	.	70*	.	1.8	.	0.5
Cc1cccc(N2CCN(C(=O)CCCSc3nc4ccccc4[nH]3)CC2)c1C	0.6	3	42	-33	44	-4	1.5	3	0.6
CC(=O)c1ccc(OC(=O)C(CCS(C)(=O)=O)N2C(=O)c3ccccc3C2=O)cc1 (stereo unspecified)	0.8	1	20	-1	18	-9	0.9	4	0.8
COC(=O)C1=C(C)NC2=C(C1c1ccc(O)cc1)S(=O)(=O)c1ccccc12 (stereo unspecified)	0.1	6	62*	18	87*	-5	0.8	10	0.4
O=C(c1csc2ccccc12)N1CCCCCC1	1.5	.	25	.	-47	.	0.9	.	0.8
CS(=O)c1ccccc1-c1nc(-c2cc(C(F)(F)F)cc(C(F)(F)F)c2)no1 (stereo unspecified)	0.9	11	3	-16	10	-9	1.1	5	1
Cc1ccc(C)c(NC(=S)N(CCc2nc3cc(C)c(C)cc3[nH]2)Cc2cccnc2)c1	0.3	-4	38	-21	74*	-4	0.7	-2	0.6
Cc1cc2c(cc1C)CSC(c1ccccc1OC(=O)C(C)C)SC2	1	-11	-1	-11	5	-14	1.2	7	1
CCOC(=O)N1CCN(C(=O)c2ccc3nc(N4CCC(C)CC4)sc3c2)CC1	0.7	1	20	-22	35	-12	1.5	-1	0.8
Cc1ccc(-n2c(SCC(=O)Nc3ccc4c(c3)OCO4)nnc2-c2cccs2)cc1	1	-6	18	-2	2	-10	1.1	-3	0.8
